# Screens (PubChem)
# ERa coact inh: ERα–SRC-1 coactivator interaction inhibitors, primary screen, biochemical, TR-FRET, ERα LBD, estradiol-bound; TR-FRET ER-alpha LBD / SRC-1 peptide; AID 629, 2007; 86,000 compounds, 1.7% hits; inhibition, % at 25.6 µM; in the data active = inhibition above about 50%;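 also: 0% = receptor plus peptide control and 100% = peptide only without receptor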
# Plk1 PBD FP: Plk1 polo box domain binding inhibitors, primary screen, biochemical, fluorescence polarization. 97,000 compounds, 0.13% hits. Serine/threonine-protein kinase PLK1 (Homo sapiens), P53350. inhibition, %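 (tested at about 20 µM)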. Plk1 PBD phosphopeptide binding; in the data active = inhibition above about 34%, passing the limit was not always enough
# ERb coact inh: inhibitors of ERβ-SRC1 coactivator interaction, primary screen, biochemical, TR-FRET, ERβ LBD, SRC-1 peptide. Estrogen receptor beta (Homo sapiens), Q92731. TR-FRET ER-beta LBD / SRC1-Cy5 peptide binding; receptor agonist-loaded with 1 µM estradiol. inhibition, % at 25.6 µM. 86,000 compounds, 1.3% hits. AID 633, 2007;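 active = compounds whose percent inhibition of the receptor-coactivator binding signal exceeds about 50% in the single-dose screen, limit read from the data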;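 also: 0% = receptor plus peptide wells without compound and 100% = peptide-only wells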
# Target sequence (Q92731 whole entry, looked up, the tested form may be a part): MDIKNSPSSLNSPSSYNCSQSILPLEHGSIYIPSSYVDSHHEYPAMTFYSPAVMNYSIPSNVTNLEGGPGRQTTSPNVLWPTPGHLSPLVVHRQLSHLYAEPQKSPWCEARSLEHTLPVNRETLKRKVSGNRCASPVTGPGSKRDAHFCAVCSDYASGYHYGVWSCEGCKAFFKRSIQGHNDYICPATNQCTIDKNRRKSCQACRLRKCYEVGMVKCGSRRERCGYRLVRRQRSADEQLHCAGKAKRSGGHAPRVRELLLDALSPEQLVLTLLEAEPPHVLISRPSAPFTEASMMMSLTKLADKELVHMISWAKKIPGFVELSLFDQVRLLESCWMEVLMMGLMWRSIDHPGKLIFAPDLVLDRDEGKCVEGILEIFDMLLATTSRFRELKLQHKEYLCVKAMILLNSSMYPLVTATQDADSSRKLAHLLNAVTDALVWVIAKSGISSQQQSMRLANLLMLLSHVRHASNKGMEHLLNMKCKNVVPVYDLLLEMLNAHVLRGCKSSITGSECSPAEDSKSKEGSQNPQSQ
# Mac1 fbg inh: inhibitors of CD11b/CD18 adhesion to fibrinogen, primary screen, K562 cells, luminescence; Integrin beta-2 (Homo sapiens) + Integrin alpha-M (Homo sapiens), P05107+P11215; ATPlite luminescence; Mn2+ added to activate the integrin; inhibition, % at 10 µM; 93,000 compounds, 0.54% hits; AID 1497, 2009;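 active = primary inhibition of 50% or more at 10 µM, then 40% or more on retest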; also: some results filed as inactive read as strong as hits
# ERa coact pot: enhancers of ERα–SRC-1 coactivator binding, primary screen, biochemical, TR-FRET, ERα LBD, low estradiol | Estrogen receptor (Homo sapiens), P03372 | AID 639, 2007 | coactivator binding (% of control), % at 25.6 µM | 86,000 compounds, 1.3% hits | TR-FRET ERalpha-LBD/SRC-Cy5 coactivator binding, 2 h; 100 = basal binding, no effect; in the data active = activity above about 200%;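 also: binding measured in presence of low estradiol as agonist stimulus; 0% = peptide alone without receptor and 100% = receptor with peptide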
# Mac1 fbg enh: enhancers of CD11b/CD18 adhesion to fibrinogen, primary screen, K562 cells, luminescence | Integrin beta-2 (Homo sapiens) + Integrin alpha-M (Homo sapiens), P05107+P11215 | ATPlite luminescence | activation, % at 10 µM | 93,000 compounds, 0.07% hits | AID 1499, 2009;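 active = 10 µM primary screen giving 50% or more activity, confirmed by 40% or more on retest at that dose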; also: strong numbers were not always called active
# HIV Rev-RRE inh: HIV-1 Rev-RRE binding inhibitors, primary screen, biochemical, FRET, protein-RNA interaction. P05866. Rev peptide-RRE RNA binding. inhibition, % at 8 µM. 97,000 compounds, 0.79% hits;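 active = inhibition above the screen-wide mean plus 3 SD, cut at about 35% in these data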;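 also: 0% = median DMSO wells and 100% = median Neomycin B control wells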
# Target sequence (P05866 whole entry, looked up): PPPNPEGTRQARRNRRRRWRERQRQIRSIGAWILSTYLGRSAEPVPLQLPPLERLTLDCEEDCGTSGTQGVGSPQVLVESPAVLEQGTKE
#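 Assay system: Labelled RRE RNA duplex and labelled Rev peptide | Times: 5 min preincubation and 15 min binding, 25 °C | Detection: FRET, ex 480 nm, em 540 and 671 nm | Evaluation: % inhibition of FRET ratio versus controls | Benchmarks: DMSO wells as 0% and neomycin B wells as 100% inhibition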
# FAK blocker: FAK kinase inhibitors, primary screen, biochemical; Focal adhesion kinase 1 (Homo sapiens), Q05397; biochemical FAK kinase activity assay; inhibition, %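 (tested at 7 µM)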; 97,000 compounds, 0.84% hits; AID 727, 2007; in the data active = inhibition above about 19%;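 also: 0% = DMSO and 100% = reference compound high control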
# PLK1 inh: human PLK1 kinase inhibitors, primary screen, biochemical, TR-FRET. Serine/threonine-protein kinase PLK1 (Homo sapiens), P53350. recombinant PLK1 kinase, TR-FRET peptide phosphorylation. inhibition, % at 10 µM. 97,000 compounds, 0.53% hits;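 active = inhibition of 50% or more in the single-concentration screen; inactive = inhibition below 50%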;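 also: 0% = DMSO max control and 100% = H-89 dihydrochloride min control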
# * marks the source's active call; other numbers are inactive results; . = not tested or not shown; [ ] = another dose, or the depositor's remark.
SMILES,ERa coact inh,Plk1 PBD FP,ERb coact inh,Mac1 fbg inh,ERa coact pot,Mac1 fbg enh,HIV Rev-RRE inh,FAK blocker,PLK1 inh
CCn1c(SCC(=O)c2[nH]c(C)c(C(C)=O)c2C)nnc1-c1cccs1,10,-11,-3,26,111,-2,8,1,-12
NC(=O)c1c(NC(=O)Cc2cccs2)sc2c1CCC2,42[fluorescence artefact?],-15,34[fluorescence artefact?],.,38[fluorescence artefact?],.,1,13,-12
c1ccc(CCc2ccccc2-c2nc(-c3ccccn3)no2)cc1,-27,-5,-14[fluorescence artefact?],-19,111,2,9,0,-10
O=C(CSc1nnc(-c2ccc(Cl)s2)o1)N1CCc2ccccc21,16[fluorescence artefact?],-2,4,-18,143[fluorescence artefact?],-3,4,1,-8
CC1=NNC(=O)C1C(c1ccc(F)cc1)C(C#N)C#N (stereo not drawn),-5,7,-12,.,94,.,3,4,33
Cn1c(=O)oc2cc(S(=O)(=O)NCCC(=O)Nc3ccc4c(c3)OCCO4)ccc21,25,.,19,-27,75,6,.,.,.
COCCN(C(=O)CNC(=O)c1cccs1)C(C(=O)NC1CCCCC1)c1ccco1 (stereo not drawn),9,-9,4,-5,92,-1,1,3,-2
O=c1[nH]c2ccc(S(=O)(=O)N3CCN(C4CCCCC4)CC3)cc2[nH]c1=O,11,18,-1,-13,100,4,11,3,-9
CC(NC(=O)c1ccccc1NC(=O)c1ccco1)C(=O)O (stereo not drawn),-3,-8,5,.,96,.,1,10,-15
Cc1nc2ccccc2cc1C(=O)NCc1ccco1,-1,4,5,4,80,4,5,-2,-3
CCCCCCCCCOC(=O)C[n+]1csc(CCO)c1C,.,-38,.,-39,.,0,7,3,-18
COc1nnc(-c2ccc(N3CCOCC3)c(NC(=O)c3ccco3)c2)c2ccccc12,-15,12,-14,-26,92,4,0,7,-10
Cc1ccc(S(=O)(=O)N2CCC(C(=O)N[C@H](C(=O)NCc3ccco3)C(C)C)CC2)cc1,57*[fluorescence artefact?],-9,50*[fluorescence artefact?],-4,98,1,-1,1,-3
CCOC(=O)Cc1csc(NC(=O)c2ccc(Cl)nc2)n1,0,-6,-1,.,79[fluorescence artefact?],.,41*,7,-10
CCc1c(C)nc2cc(-c3ccc(OC)c(OC)c3)nn2c1NCC1CC1,.,5,.,4,.,-3,5,4,-8
COC(=O)C(NC(=O)c1ccco1)(Nc1ccc(Br)cn1)C(F)(F)F (stereo not drawn),6[fluorescence artefact?],-7,2[fluorescence artefact?],1,111,-4,4,0,3
O=c1oc2c3c4c(cc2s1)CCCN4CCC3,72*[fluorescence artefact?],14,68*[fluorescence artefact?],-13,27[fluorescence artefact?],-2,27,20*,21
CCOC(=O)Cn1cnc2sc3c(c2c1=O)CCC3,64*[fluorescence artefact?],5,70*,5,86[fluorescence artefact?],2,12,0,-6
CCOC(=O)c1cn(CC)c2ccc(Br)cc2c1=O,12[fluorescence artefact?],-10,3[fluorescence artefact?],17,106[fluorescence artefact?],6,1,-1,-1
CCOc1ccccc1N1CC(C(=O)N2CCc3ccccc32)CC1=O (stereo not drawn),-13,-24,-14,.,102,.,-3,-3,-14
CCOC(=O)N1CCN(S(=O)(=O)c2ccc(OCC(=O)OC)c(Cl)c2)CC1,4,-10,-9,.,92,.,10,1,-5
CN(C)c1ccc(C(=O)c2ccccc2)cc1,3,6,-1,4,95,-2,0,0,-9
Cc1ccc(-c2csc3nnc(SCc4csc(C)n4)n23)cc1,1,-20,0,9,365*[fluorescence artefact?],0,-1,-3,-12
O=Nc1c2nc3ccccc3n(O)c-2c2ccccc12,-16[fluorescence artefact?],26,-4[fluorescence artefact?],5,99[fluorescence artefact?],-2,14,15,-5
COc1ccc(NS(=O)(=O)c2cccc3nsnc23)cc1OC,-10,-11,2[fluorescence artefact?],2,118,-6,11,13,-1
N#Cc1cc(C(=O)c2cc(Cl)ccc2O)cn(CC2CCCO2)c1=O (stereo not drawn),-1,-11,-3,-11,108,-1,-1,11,-15
Cn1c(N)c(C(=O)CCl)c(=O)n(C)c1=O,-2,5,-7,4,109,-4,7,-2,-8
CCc1nnc(NC(=O)CN2CCN(c3nc(-c4ccccc4)cs3)CC2)s1,-3,0,7,5,105[fluorescence artefact?],0,-1,4,-5
NC(=O)CN1CCN(C(=O)Nc2ccccc2)CC1,4[fluorescence artefact?],.,-11[fluorescence artefact?],-13,109,5,.,.,.
CCCCOC(=O)C1Cc2ccccc2C(=O)O1 (stereo not drawn),-1,-6,-9,-5,123,0,4,2,-9
CCOC(=O)Cc1c(C)nc2cc(-c3ccc(C)cc3)[nH]n2c1=O,-21,12,-29[fluorescence artefact?],1,106,-3,2,0,-16
CCN1CCN(c2nc(C)c3c(n2)CCCC3=O)CC1,-10,-21,-23,.,100,.,7,-5,-5
Cc1c(C(=O)NCc2ccccn2)oc2ccccc12,2,-2,-1,-26,113[fluorescence artefact?],1,-2,3,-9
O=C(CSc1nccn1-c1ccccc1)NCc1ccc2c(c1)OCO2,2[fluorescence artefact?],-10,-4[fluorescence artefact?],-8,97,0,8,-3,4
O=c1c2oc3ccccc3c2ncn1Cc1ccccc1Cl,-4,-10,-4,-13,90,4,0,2,1
CCCCCc1c(C)nc(Nc2ccccc2)[nH]c1=O,7[fluorescence artefact?],2,4[fluorescence artefact?],-34,101,1,26,8,1
C/C(=N/NC(=O)c1ccc(C)s1)c1cccc(NC(=O)COc2ccc(Cl)cc2Cl)c1,.,16,.,13,.,-4,6,0,-16
O=C(CSc1n[nH]c(-c2ccncc2)n1)NCCc1ccccc1,-8,12,-17,-4,98,0,4,1,-4
CCn1c(Cc2ccccc2)nnc1SCC(=O)N1CCCCC1,4,4,-6,.,107[fluorescence artefact?],.,2,-2,-4
CC(=O)N1CCc2cc(S(=O)(=O)N3CCc4ccccc4C3)ccc21,2,-5,-6,2,111,-4,3,2,-44
CCOC(=O)c1c(C)nc2sc3c(=O)n(-c4ccc(OC)cc4)cnc3c2c1-c1ccc(OC)cc1,.,-8,.,.,.,.,3,1,-46
CC(C)(C)NC(=O)CSc1n[nH]c(=O)n1-c1ccccc1,3,.,-10[fluorescence artefact?],2,120,2,.,.,.
COc1ccc(NC(=O)N2CCOCC2)cc1OC,-2,-19,-3[fluorescence artefact?],0,98,-5,5,-1,-6
Cc1cc(C(=O)CN2C(=O)NC(c3ccccc3)(c3ccccc3)C2=O)c(C)n1Cc1ccco1,-1,10,8,38,107,14,3,-2,1
O=C(NCCCN=C1NS(=O)(=O)c2ccccc21)c1ccncc1,-10,-18,-15,1,99,-6,12,-1,1
CCOc1ccc(CC(=O)NNC(=S)Nc2ccccc2)cc1Br,1,17,-11,-10,105,-3,6,0,-4
CCOC(=O)N1CCC(c2nc(C)sc2C(=O)O)CC1,-11,-8,-15,23,112,-2,3,-2,-11
O=S(=O)(NC1CCCCCC1)c1ccc(Br)s1,0,-4,5,.,97,.,9,0,-9
Cc1cc(NC(=O)c2cccc(S(=O)(=O)N3CCCCCC3)c2)n(-c2ccccn2)n1,10[fluorescence artefact?],-2,2,23,116,4,9,2,1
Cc1occc1C(=O)Nc1cccc(C(=O)O)c1,.,-7,.,-2,.,-1,1,-1,-8
O=C(Nc1ccc(S(=O)(=O)N2CCOCC2)cc1)c1ccc(Cl)s1,-8,-17,-2,-8,96[fluorescence artefact?],-5,4,-1,7
O=C(c1ccc2nc3ccc(Cl)cc3c(=O)n2c1)N1CCOCC1,.,-9,.,.,.,.,2,0,-1
COc1ccc(NC(=O)C(NC(=O)CNC(C)=O)c2ccc(C)cc2)cc1 (stereo not drawn),3,3,-6,-2,104,-4,1,0,-9
Cc1cc(=S)[nH]c2c(C)cccc12,-8,1,-7,-37,80,-1,8,1,1
COc1ccc(OC)c(S(=O)(=O)Nc2ccc(C(N)=O)cc2)c1,4,-12,-1,-6,110,-2,4,4,-16
Cc1cc2c(cc1C)NC(c1cccnc1)C1=C(CC(C)(C)CC1=O)N2 (stereo not drawn),1,12,-5[fluorescence artefact?],.,105,.,10,-1,-5
CCCC(c1nnnn1Cc1ccco1)N1CCC(C(N)=O)CC1 (stereo not drawn),-5,-7,3,-4,128,2,4,-2,-1
O=C(NCc1cn2ccsc2n1)c1c(F)cccc1Cl,-3,-3,3,-30,88,-6,2,-4,-9
C/C(=C\C(=O)c1ccc(Br)cc1)Nc1cccc(Cl)c1,.,29,.,.,.,.,3,1,-1
Cc1ccccc1CSc1nc2n(n1)C(c1cccs1)C1=C(CCCC1=O)N2 (stereo not drawn),-3,-8,2,-18,114,-1,11,4,-33

# Continued.
SMILES,ERa coact inh,Plk1 PBD FP,ERb coact inh,Mac1 fbg inh,ERa coact pot,Mac1 fbg enh,HIV Rev-RRE inh,FAK blocker,PLK1 inh
O=c1cc(O)c(-c2ccccc2)c(Cl)[nH]1,0,14,2,-8,99,1,8,-1,-10
CC(=O)Oc1ccc2c(c1)OC(c1ccccc1)CC21CC(C)(C)NC(=S)N1 (stereo not drawn),9,11,8[fluorescence artefact?],-12,83,1,-8,-3,9
COc1ccc(Br)cc1S(=O)(=O)N1CCN=C1C,-2,-12,5,-13,125,0,8,-7,-16
CC(N=C(NS(=O)(=O)c1ccc(Cl)cc1)c1ccccc1)C(=O)O (stereo not drawn),18,-12,0,-8,93,1,0,-1,2
Cc1cc(Cl)ccc1OCC(=O)N/N=C1\CCCc2ccccc21,.,-29,.,.,.,.,6,1,-8
O=C(/C=C/c1ccc(Cl)c([N+](=O)[O-])c1)Nc1cccnc1,.,-17,.,16,.,4,8,1,-5
CCCc1nc(NCc2ccc3c(c2)OCO3)c2nnn(Cc3ccccc3Cl)c2n1,0[fluorescence artefact?],7,1[fluorescence artefact?],.,118,.,0,1,-9
Nc1c(C(=O)c2ccc(Br)s2)oc2ccccc12,-4,13,7,-9,108,14,-1,7,-17
CN(C)CC(O)COc1cc2ccccc2cc1C(=O)N1CCCCC1 (stereo not drawn),-5[fluorescence artefact?],-15,-8,17,128,3,1,-3,1
COc1cccc(Cn2c(-c3cccs3)noc2=O)c1,-2,-14,-3,-8,113[fluorescence artefact?],-4,7,-6,-7

# Whole records, looked up by structure.
# `CC(N=C(NS(=O)(=O)c1ccc(Cl)cc1)c1ccccc1)C(=O)O` (stereo not drawn) across the screens: ERa coact inh: 18; Plk1 PBD FP: -12; ERb coact inh: 0; Mac1 fbg inh: -8; ERa coact pot: 93; Mac1 fbg enh: 1; HIV Rev-RRE inh: 0; FAK blocker: -1; PLK1 inh: 2
# `O=c1cc(O)c(-c2ccccc2)c(Cl)[nH]1` across the screens: ERa coact inh: 0; Plk1 PBD FP: 14; ERb coact inh: 2; Mac1 fbg inh: -8; ERa coact pot: 99; Mac1 fbg enh: 1; HIV Rev-RRE inh: 8; FAK blocker: -1; PLK1 inh: -10
